# Assay outcomes as filed in PubChem BioAssay.
# NF-kB neuron act – NF-kB expression increase, human neuronal cells. fold change at 12.5 µM. NF-kB reporter expression; stronger effect = higher value. 190,000 tested, 1.6% active; in the data active = fold change above about 3.3
# Hsp70 act – switches on Hsp70 transcription; HeLa Hsp70 promoter luciferase reporter, luminescence; scaled: vehicle 0, proteasome-inhibitor control 100%; activation, % at 10 µM; 200,000 tested, 0.04% active;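 active = activation above the mean across all tested compounds plus 3 SD, cutoff set per campaign, cut at about 5.5% in these data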;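 note: 100% = MG132 at 30 µM as the positive control and 0% = DMSO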
# STAT3 act – STAT3 signaling activation; 190,000 tested, 0.91% active; U3A cells, IL-6 STAT3-luciferase reporter, luminescence; 100% = signal with IL-6 EC80 alone; AID 871; activation (% of control), % at 5.6 µM;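 active = activation above the screen-wide mean of compound activation plus 3 SD, cut at about 130% in these data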;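 note: 0% = background luminescence of wells with medium and substrate only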
#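 Test system: Human STAT1-deficient U3A cells with stable STAT3-luciferase reporter | Also added: Interleukin-6, 33 ng/mL | Timing: Compound pre-incubation 1 h before IL-6, then 6 h stimulation at 37 °C | Technique: Luciferase reporter luminescence | Read-out: Percent of IL-6-only median luminescence | Benchmarks: IL-6-only wells as 100% reference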
# STAT1 act – activators of IFN-gamma induced STAT1 signaling | NIH 3T3 STAT1-luciferase reporter, luminescence; 100% = IFN-gamma alone, no compound | activation (% of control), % at 5.5 µM | 200,000 tested, 2.6% active | AID 932;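 active = activation above the screen-wide mean activation plus 3 SD, cut at about 130% in these data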;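 note: raw ratio to IFN-gamma control signal so 100% means no change and 0% no light; values of inactives mirror those of a sister screen read the other way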
# Efa HMGR inh – E. faecalis class II HMG-CoA reductase inhibition | purified E. faecalis HMGR, NADPH absorbance 340 nm kinetic | inhibition, % at 10 µM | 190,000 tested, 0.41% active | AID 1066;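 active = inhibition above a set limit, the median over all tested compounds plus 3 SD, cut at about 9.5% in these data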;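 note: enzyme runs in reverse so mevalonate oxidation gives rising NADPH absorbance; 0% = complete reaction with DMSO and 100% = background rate lacking mevalonate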
# STAT1 inh – inhibitors of IFN-gamma induced STAT1 signaling. NIH 3T3 STAT1-luciferase reporter, luminescence. inhibition, % at 5.5 µM. 200,000 tested, 0.35% active. AID 920;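 active = inhibition above a set limit, the mean inhibition across all tested compounds plus 3 SD, cut at about 34% in these data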;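 note: 0% = IFN-gamma with DMSO and 100% = IFN-gamma with 300 µM nifuroxazide; values of inactives mirror those of a sister screen read the other way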
# APP 5'UTR act – activates APP 5'UTR luciferase reporter. activation, % at 2 µM. 190,000 tested, 1% active. AID 1276. SH-SY5Y APP 5'UTR luciferase reporter, luminescence; zero percent = DMSO vehicle wells;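 active = activation above a set limit, based on mean plus 3 SD of controls, cut at about 140% in these data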; note: values of inactives mirror those of a sister screen read the other way
# TLR4 MyD88 comp – TLR4-MyD88 interaction inhibition in cells; HeLa CL3-4 TLR4/MyD88 BLA complementation, FRET ratio; inhibition, % at 8.4 µM; 200,000 tested, 0.18% active; AID 861; in the data active = inhibition above about 25%;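 note: 0% = vehicle and 100% = reference inhibitor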
# Target sequence (O00206 whole entry, looked up): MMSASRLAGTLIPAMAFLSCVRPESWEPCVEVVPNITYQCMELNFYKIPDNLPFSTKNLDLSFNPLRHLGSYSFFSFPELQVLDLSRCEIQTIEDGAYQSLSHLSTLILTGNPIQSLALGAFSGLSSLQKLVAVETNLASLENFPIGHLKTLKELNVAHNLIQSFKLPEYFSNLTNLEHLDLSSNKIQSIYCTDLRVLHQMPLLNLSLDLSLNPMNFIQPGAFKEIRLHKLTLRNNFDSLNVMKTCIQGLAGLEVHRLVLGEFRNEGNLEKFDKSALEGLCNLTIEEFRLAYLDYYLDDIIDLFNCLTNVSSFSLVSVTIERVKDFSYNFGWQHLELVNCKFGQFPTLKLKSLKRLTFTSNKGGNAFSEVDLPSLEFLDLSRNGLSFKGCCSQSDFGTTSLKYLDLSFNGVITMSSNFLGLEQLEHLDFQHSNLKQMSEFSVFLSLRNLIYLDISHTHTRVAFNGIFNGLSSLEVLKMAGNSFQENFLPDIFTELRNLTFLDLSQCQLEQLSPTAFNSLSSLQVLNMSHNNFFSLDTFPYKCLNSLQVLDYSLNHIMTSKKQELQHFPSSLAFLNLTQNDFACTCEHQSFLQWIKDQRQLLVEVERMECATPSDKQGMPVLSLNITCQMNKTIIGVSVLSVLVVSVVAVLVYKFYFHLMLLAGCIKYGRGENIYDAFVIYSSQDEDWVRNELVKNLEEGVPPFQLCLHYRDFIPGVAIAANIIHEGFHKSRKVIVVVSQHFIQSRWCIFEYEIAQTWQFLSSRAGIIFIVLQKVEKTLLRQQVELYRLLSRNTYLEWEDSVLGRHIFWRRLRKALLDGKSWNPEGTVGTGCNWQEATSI
# Target sequence (Q99836 whole entry, looked up): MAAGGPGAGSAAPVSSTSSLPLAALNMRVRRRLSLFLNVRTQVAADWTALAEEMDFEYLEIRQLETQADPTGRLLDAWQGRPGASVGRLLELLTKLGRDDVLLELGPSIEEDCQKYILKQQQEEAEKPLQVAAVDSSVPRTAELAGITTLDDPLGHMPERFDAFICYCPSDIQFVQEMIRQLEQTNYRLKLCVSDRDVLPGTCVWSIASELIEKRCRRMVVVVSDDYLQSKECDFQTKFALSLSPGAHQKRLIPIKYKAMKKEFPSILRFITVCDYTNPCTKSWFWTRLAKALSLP
# STAT3 inh – STAT3 signaling inhibition | inhibition, % at 5.5 µM | 190,000 tested, 0.89% active | AID 862 | U3A cells, IL-6 STAT3-luciferase reporter, luminescence; host cell line lacks STAT1;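 active = inhibition above the mean inhibition across all screened compounds plus 3 SD, cut at about 44% in these data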;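 note: 0% = DMSO only wells and 100% = 100 µM nifuroxazide control wells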
# DTT redox prof – compounds producing H2O2 with reducing agent – biochemical, NIH compound library profiling, artefact control for MLSCN library redox annotation, primary screen; DTT-dependent redox cycling H2O2, phenol red/HRP absorbance; 100% = 100 µM peroxide control, 0% = buffer; activation, % at 10 µM; 200,000 tested, 0.03% active; AID 878;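 active = activation of at least 50% relative to the plate's high and low controls in the primary single-dose screen; inactive = activation below 50%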;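 note: compound incubated with DTT at 0.8 mM final as the reducing agent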
# An asterisk follows results filed as active; nt = no result given. Rows are unselected; overall some 5.6% were active at least once.
SMILES,NF-kB neuron act,Hsp70 act,STAT3 act,STAT1 act,Efa HMGR inh,STAT1 inh,APP 5'UTR act,TLR4 MyD88 comp,STAT3 inh,DTT redox prof
C=CCN1C(=O)CN=C1Nc1cccc(C)c1,0.87,-0.2,104,94,-2,7,-1,7,0,-1.3
CC1CCN(C(=O)CSc2nncn2-c2ccccn2)CC1,1.3,-0.1,105,103,-3,-4,14,-6,0,3.3
CCOC(=O)Nc1cc(OCC)c(NC(=O)C2CC2)cc1OCC,1.1,-0.4,94,100,-1,0,-10,-11,7,2.7
Cn1c(=O)[nH]c(=O)c2c1nc(N1CCCCCC1)n2CC(N)=O,1.1,-0.3,98,103,-2,-3,6,9,4,0.4
CC(C)CC(=O)Nc1cc(C(F)(F)F)ccc1N1CCOCC1,1.3,-0.1,104,100,-8,0,-4,-12,2,0.1
O=S(=O)(c1ccccc1F)N1CCN(Cc2nc3ccccc3[nH]2)CC1,0.83,0.0,97,91,-1,10,25,7,9,-1.3
CCCSc1nsc(NC(=O)C(c2ccccc2)c2ccccc2)n1,0.64,-0.3,99,106,-3,1,-18,-2,3,0.1
COc1ccc(CCNC(=O)COC(=O)c2ccco2)cc1OC,1.3,0.0,107,96,-7,4,10,-6,-6,-0.1
COc1ccc(-c2noc(CCC(N)=O)n2)cc1OC,1.1,-0.5,106,100,-1,0,-4,-8,-4,2.1
COc1ccccc1N1CCN(S(=O)(=O)c2ccc3c(c2)n(C)c(=O)n3C)CC1,1.1,-0.2,99,94,2,6,-3,-19,10,0.0
CCCN1Cc2cccc(C(=O)Nc3ccc4c(c3)OCCO4)c2C1=O,0.52,-0.1,90,113,2,-14,-6,-7,17,-1.1
O=C(NCc1nnc(SCC(=O)N2CCC(Cc3ccccc3)CC2)o1)c1ccco1,0.95,-0.4,95,94,-4,4,-6,9,10,-0.6
O=C(NCCc1ccccc1)c1oc2ccccc2c1COc1ccccc1,1.1,-0.1,98,100,-6,0,10,-10,3,0.4
CCOc1ccc(CC(=O)Nc2nccs2)cc1,1.1,-0.4,97,96,-6,4,16,7,9,-0.2
CCN(Cc1ccccc1)C(c1ccccn1)c1nnnn1C(C)(C)CC (stereo not drawn),0.84,-0.2,101,101,2,-1,10,-10,2,-0.4
COc1ccc(C(=O)Nc2ccc(F)cc2F)cc1OC,1.2,0.0,92,99,-5,1,15,-1,13,-2.1
Cc1cc(-c2c(C)[nH]n(-c3ccc(Cl)cc3)c2=O)n(-c2ccccc2)n1,1.2,-0.7,98,96,-1,4,3,0,3,1.2
CCOc1ccc(CC(=O)Nc2c(C(N)=O)oc3ccc(Br)cc23)cc1OCC,1.1,-0.4,97,101,-9,-1,-12,1,8,-1.2
CC(C)(C)n1nc2c(c1NC(=O)Cc1cccc3ccccc13)CS(=O)(=O)C2,1,-0.1,107,95,2,5,-12,-4,-3,-0.1
CCCc1cc(=O)[nH]c(SCC(=O)Nc2ccc(Br)cc2Br)n1,1.2,-0.3,102,100,2,0,4,14,1,-1.7
CCOC(=O)COc1nc(Nc2ccccc2C)nc(N(C)C)n1,1,-0.2,98,104,3,-2,-3,8,6,-2.7
Cc1cc(N)n(-c2ccccc2)n1,1.2,-0.2,100,102,0,-2,2,-4,2,-0.9
O=C1CSC(c2ccccc2F)N1CCN1CCCCC1 (stereo not drawn),1.2,-0.1,95,95,-5,5,-6,-9,7,1.4
O=C1Nc2ccc(S(=O)(=O)N3CCCC3)c3cccc1c23,0.88,-0.2,130,97,-3,3,2,15,-28,-0.1
O=c1c2cn[nH]c2[nH]c(=S)n1-c1ccccc1,1.2,-0.2,102,101,-2,-5,4,-1,0,0.2
COc1ccc(OC)c(S(=O)(=O)N2CCC(C(=O)NC(C)c3ccccc3)CC2)c1 (stereo not drawn),0.94,0.0,104,100,-1,0,28,-8,-4,-0.1
CCOC(=O)c1sc(N)c(C#N)c1CSc1nnc(C2CC2)n1N,0.86,0.1,103,109,-6,-10,-9,-7,-3,-0.3
O=[N+]([O-])c1ccc(Nc2ccc(N3CCOCC3)cc2)c([N+](=O)[O-])c1,0.9,-0.2,102,110,-8,-12,0,-11,-1,-1.2
O=C(NNC1=C(C(=O)C(F)(F)F)CCC1)c1ccccc1Cl,0.98,-0.2,90,104,-7,-5,6,2,9,-0.1
O=C(NCc1ccccn1)c1ccc(N2CCCC2)c([N+](=O)[O-])c1,1.2,-0.2,102,101,5,-1,49,-2,2,-1.7
CCOC(=O)C1CCN(C(=O)CCCOc2ccccc2)CC1,2.3,0.1,113,122,-8,-32,63,9,-16,-0.1
Nc1cc(N)nc(SCCN2CCCCC2)n1,0.94,0.0,100,102,-2,-2,3,-6,2,2.4
Cc1ccc(CNC(=O)COC(=O)CCCOc2ccc(Cl)cc2Cl)cc1,1.4,-0.1,100,100,-1,-1,-5,0,2,-0.1
COc1ccc(S(=O)(=O)N2CCC(C(=O)N3CCc4ccccc4C3)CC2)cc1Cl,0.95,-0.2,100,104,0,-5,-5,-11,2,0.9
CN(C)CCN(C(=O)c1ccc2c(c1)OCCO2)c1nc2ccc(Cl)cc2s1,1.2,-0.4,104,112,1,-14,23,-6,8,-0.8
CCC(=O)Nc1ccc(SC#N)cc1C,1.1,1.7,102,100,0,0,-7,0,1,2.2

# An excerpt of these results, with two lines to a compound:
# Every second line gives: NF-kB neuron act, Hsp70 act, STAT3 act, STAT1 act, Efa HMGR inh, STAT1 inh, APP 5'UTR act, TLR4 MyD88 comp, STAT3 inh, DTT redox prof
> Nc1cc(N)nc(SCCN2CCCCC2)n1
→ 0.94, 0.0, 100, 102, -2, -2, 3, -6, 2, 2.4
> Cc1ccc(CNC(=O)COC(=O)CCCOc2ccc(Cl)cc2Cl)cc1
→ 1.4, -0.1, 100, 100, -1, -1, -5, 0, 2, -0.1

# (cont.)
SMILES,NF-kB neuron act,Hsp70 act,STAT3 act,STAT1 act,Efa HMGR inh,STAT1 inh,APP 5'UTR act,TLR4 MyD88 comp,STAT3 inh,DTT redox prof
Cc1ccc2c(c1)C(C)CC(C)(C)N2C(=O)NC1CCCCC1 (stereo not drawn),1.1,-0.1,108,100,-1,0,-6,13,-5,1.4
O=C(Nc1ccccc1Cl)Nc1cccnc1Cl,1.1,-0.2,79,97,-2,2,17,-7,33,-1.0
CC(=O)N1CC=CC1(CC(C)C)C(=O)NCCN1CCOCC1 (stereo not drawn),1.7,-0.1,99,102,-2,-2,2,-5,-2,-0.7
CCOC(=O)COc1c(Br)cc(/C=C2\SC(=O)N(CC(=O)N3CCCC3)C2=O)cc1OC,0.63,-0.2,104,104,-3,-5,1,10,3,0.4
COc1cccc(C(=O)N2CCN(Cc3ccccn3)CC2)c1OC,0.9,-0.1,105,99,-5,1,-1,-5,-3,-3.2
Cc1ccn2c(NC(C)(C)C)c(-c3cccs3)nc2c1,nt,0.1,99,109,-2,-9,-5,-6,7,-0.4
Cc1cccc(C(=O)NCC(=O)Nc2ccc(S(=O)(=O)Nc3nc(C)cc(C)n3)cc2)c1,1.2,-0.3,100,107,-3,-7,11,-7,1,-1.4
Cc1csc(SCC(=O)NCc2ccccc2)n1,1.4,0.2,104,105,3,-7,2,-5,4,0.5
Cc1nn(CC(=O)NCCN2CCOCC2)c(C)c1[N+](=O)[O-],1.3,1.2,100,108,3,-8,-6,-11,7,2.7
CNC(=O)c1cc2cc(OC)ccc2oc1=N,1.3,-0.4,93,92,3,7,-5,2,13,-0.9
Cc1sc2nc(SC3CCOC3=O)n(Cc3ccccc3)c(=O)c2c1C (stereo not drawn),0.97,-0.2,107,101,5,-3,10,0,-4,-0.1
O=C(c1ccc(-c2ccccc2)cc1)c1ccccc1C(=O)N1CCOCC1,1.4,-0.3,105,101,-1,-1,3,-2,-9,0.1
CCCCOc1cccc(C2C(C(=O)c3cccs3)=C(O)C(=O)N2Cc2cccnc2)c1 (stereo not drawn),1.2,-0.2,112,99,1,1,10,-2,-9,-0.1
O=C(Nc1ccc2c(c1)OCO2)C1CCN(C(=O)c2cccs2)CC1,1.1,-0.4,104,105,-3,-5,8,-4,1,-1.0
Cc1nn(C)c(Cl)c1/C=N/OC(=O)c1ccc(F)cc1,1.1,-0.6,99,103,-5,-6,14,-14,12,-0.3
Cc1cc2c(=O)n(Cc3ccco3)c(SCC(=O)NCc3ccco3)nc2s1,1.1,0.0,98,93,-3,7,9,-8,6,2.6
CCCNc1sc(S(=O)(=O)CCC)nc1S(=O)(=O)c1ccc(C)cc1,1,-0.1,102,90,3,12,4,-4,3,-0.3
CC(C)CNC(=S)N1CCC(C(=O)c2ccc3c(c2)OCCO3)CC1,1.3,-0.4,89,88,4,12,-16,-10,18,-0.2
CCOC(=O)c1ccccc1N/C=C1\CCCC1=O,1.3,0.5,93,99,0,1,-4,-2,14,-0.6
O=C(/C=C/c1ccccc1Cl)Nc1ccc(-c2nnc3n2CCCCC3)cc1,1.4,-0.3,92,92,-1,9,16,-1,10,-0.5
CC(=O)N1N=C(c2cccc(Cl)c2)OC1c1ccc(C(C)C)cc1 (stereo not drawn),1.4,-0.2,114,121,2,-23,12,10,-11,0.3
Cc1ccc(S(=O)(=O)Oc2ccccc2N2C(=O)C3CC=CCC3C2=O)cc1 (stereo not drawn),1.3,-0.1,82,96,2,4,-6,5,31,0.2
NC(=O)C1(N2CCCCC2)CCN(C(=S)Nc2cccc(Cl)c2)CC1,0.95,-0.1,88,87,-5,15,12,-4,17,-0.6
CSc1nnc2ccc(-c3cccs3)nn12,1.4,-0.1,91,104,-1,-6,7,-6,19,-1.8
COc1ccc(CCNc2c(N)n(Cc3ccccc3)c(=O)[nH]c2=O)cc1OC,0.83,-0.4,113,93,-5,8,16,1,-12,0.9
O=C1OC(Nc2ccc3c(c2)OCO3)c2ccccc21 (stereo not drawn),1.7,-0.3,92,85,4,16,-5,-22,17,-1.0
CCSc1nc(N)c2c3c(sc2n1)CCC3,1.1,0.0,96,119,5,-21,56,-6,12,0.5
CC(C)(C)NC(=O)COC(=O)c1ccc(S(=O)(=O)N2CCCC2)cc1,1.2,0.1,104,110,3,-10,-2,-3,-5,-0.3
COc1ccc(CNC(=O)c2noc(C)c2[N+](=O)[O-])cc1,1.1,0.1,97,98,9,1,1,-10,10,-0.4
Cc1cccc(Nc2ccc(NCc3ccccc3)nn2)c1,1.9,0.0,111,111,-2,-14,15,2,0,0.2
Cn1c(=O)[nH]c(=O)c2c1nc(Br)n2C/C=N/Nc1ccccc1,0.86,0.2,98,98,-2,1,-1,0,5,0.1
CN1CCN(C(=O)C2=C[C@@H](c3ccc(C(F)(F)F)cc3)C[C@@H](OCCCCO)O2)CC1,1.1,0.0,nt,99,-5,2,17,-14,nt,-0.2
COc1ccc(C(=O)NCC(=O)O)cc1,1.2,0.0,102,107,-6,-2,-3,9,1,16
O=C(c1c(Cl)cccc1Cl)N1CCCCCC1,1.3,-0.1,101,111,-4,-12,36,2,1,2.2
N/C(CC(=O)Nc1ccc(F)cc1)=N\O,1.4,-0.3,91,93,-7,8,-17,4,13,-0.2
O=C1c2ccccc2C(=O)N1CCCCSc1nnc2c(Cl)cc(Cl)cn12,0.93,-0.4,98,93,1,7,7,9,10,0.1
